m5-HT2A agonist: mouse Htr2a agonists via beta-arrestin recruitment, primary screen, cell-based, luminescence. CHO-K1 mHTR2A beta-arrestin complementation; percent of 30 µM serotonin response. AID 624169, 2012. activation, % at 7.6 µM. 360,000 compounds, 0.66% hits;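 active = activation above a run cutoff, the mean activation of all tested compounds plus 3 SD, cut at about 14% in these data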;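 note: 0% = plate median of compound wells and 100% = 30 µM serotonin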
Target sequence (P35363 whole entry, looked up): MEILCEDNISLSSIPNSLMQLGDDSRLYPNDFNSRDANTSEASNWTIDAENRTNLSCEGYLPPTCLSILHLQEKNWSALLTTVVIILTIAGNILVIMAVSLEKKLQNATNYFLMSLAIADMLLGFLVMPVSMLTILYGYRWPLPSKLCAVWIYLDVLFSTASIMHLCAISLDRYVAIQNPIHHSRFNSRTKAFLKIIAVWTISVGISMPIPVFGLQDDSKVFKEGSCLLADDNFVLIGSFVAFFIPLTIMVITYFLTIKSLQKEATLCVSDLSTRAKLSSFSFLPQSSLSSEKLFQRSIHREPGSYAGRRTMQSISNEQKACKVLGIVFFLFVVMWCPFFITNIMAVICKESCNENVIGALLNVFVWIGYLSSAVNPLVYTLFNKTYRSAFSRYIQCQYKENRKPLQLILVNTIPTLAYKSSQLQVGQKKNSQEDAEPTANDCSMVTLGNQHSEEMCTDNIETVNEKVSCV
Exocytosis inh: LAMP-1 surface exposure blockers, TALL-104 cells – cell-based, flow cytometry, MLPCN library, primary screen | 360,000 compounds, 0.66% hits | inhibition, % at 10 µM | AID 651702, 2012 | TALL-104 LAMP-1 surface exposure; cells stimulated with thapsigargin and PMA;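 active = inhibition above about 55%, limit read from the data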
PDI turbidity: inhibitors of human PDI, primary screen, biochemical, turbidity, single point, plate reader. Protein disulfide-isomerase (Homo sapiens), P07237. PDI insulin aggregation turbidity, A650, 90 min. inhibition, % at 10 µM. 350,000 compounds, 0.052% hits;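 active = mean inhibition across replicates of 30% or more, whatever share of single replicates reach that level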;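 note: absorbance from insulin aggregation driven by PDI reduction with DTT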
Target sequence (P07237 whole entry, looked up): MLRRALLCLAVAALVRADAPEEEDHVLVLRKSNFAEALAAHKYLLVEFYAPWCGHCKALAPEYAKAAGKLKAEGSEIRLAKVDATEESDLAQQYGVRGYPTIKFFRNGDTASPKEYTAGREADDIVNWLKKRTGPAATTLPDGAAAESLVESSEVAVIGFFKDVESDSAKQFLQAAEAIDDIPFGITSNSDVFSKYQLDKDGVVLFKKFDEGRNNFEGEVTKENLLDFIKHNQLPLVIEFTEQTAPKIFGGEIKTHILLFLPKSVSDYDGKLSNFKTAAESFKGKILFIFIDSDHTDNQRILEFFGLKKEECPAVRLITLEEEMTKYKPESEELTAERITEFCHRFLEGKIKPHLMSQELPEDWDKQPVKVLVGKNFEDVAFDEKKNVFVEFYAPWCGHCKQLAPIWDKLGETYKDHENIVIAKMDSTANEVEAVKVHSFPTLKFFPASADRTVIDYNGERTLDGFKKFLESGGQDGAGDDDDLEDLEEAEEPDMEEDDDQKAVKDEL
N-glyco inh: increase of ERlucT glycosylation luciferase signal, primary screen, N-linked glycosylation inhibitor project, D54 ERlucT cells, luminescence, set 2. D54 ERlucT glycosylation luciferase reporter, 24 h; percent of 100 nM tunicamycin response. reporter increase, % at 12.5 µM. 360,000 compounds, 0.23% hits;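 active = mean luciferase reporter signal, scaled so untreated is 0 and the glycosylation-blocking control 100, at or above a set limit in every replicate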;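 note: luciferase carries N-glycosylation sites so blocking glycosylation raises the light; 0% = median of neutral control wells and 100% = median of 100 nM tunicamycin wells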
CaV13 ICDI inh: Primary screen for inhibitors of IQ motif and Ca2+-dependent inactivation inhibitor domain binding in CACNA1D, Förster resonance energy transfer in living cells, … | HEK cells, CFP/YFP FRET ICDI-IQ, plate reader, 10 min; percent FRET-ratio fall versus neutral wells | inhibition, % at 12.3 µM | 340,000 compounds, 0.098% hits;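 active = mean replicate inhibition of at least 30% and at least 1% of replicates passing that level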;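 note: 0% = median of the neutral control wells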
ABHD5-PLIN5 inh: ABHD5-PLIN5 interaction inhibitors, primary screen, cell lysate, split luciferase complementation, luminescence. AID 602281, 2012. inhibition, % at 4 µM. Perilipin-5 (Homo sapiens) + 1-acylglycerol-3-phosphate O-acyltransferase ABHD5 (Homo …. 360,000 compounds, 0.78% hits. Split G. princeps luciferase complementation, 4 h;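 active = inhibition above the mean inhibition across every tested compound plus 3 SD, cut at about 22% in these data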;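 note: 0% = DMSO only wells and the 100% control is not disclosed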
ABCB6 inh 2: ABCB6 transporter inhibitors, primary screen, K562-ABCB6 cells, flow cytometry, MLPCN library | fluorescence ratio to DMSO, % at 10 µM | 360,000 compounds, 0.19% hits | K562-ABCB6 porphyrin accumulation, 1 h; hits give low values;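 active = fluorescence ratio to DMSO below 75%, the collection mean minus 3 SD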;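 note: signal is porphyrin accumulated inside mitochondria; 100% equals median channel fluorescence of DMSO control wells; lower ratio means ABCB6 inhibition with less porphyrin fluorescence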
MC4R antagonist: MC4R antagonists of cAMP signaling, primary screen, cell-based, TR-FRET, antagonist arm of biased-ligand search; MC4R-expressing cells, MTII-stimulated cAMP, LANCE TR-FRET; AID 540295, 2011; 360,000 compounds, 0.48% hits; inhibition, % at 6.5 µM;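 active = inhibition above its plate's cutoff, the mean of tested wells on that plate plus 3 SD, cut at about 29% in these data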;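 note: 0% = Melanotan II alone and 100% = Melanotan II plus saturating MCL0020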
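material = U2OS cells stably expressing human melanocortin 4 receptor (MC4R) | also added = Melanotan II challenge | dosing = single nominal compound dose of 6.5 µM | detection = TR-FRET with Eu-cAMP and labeled anti-cAMP, 671 nm | replication = singlicate | timing = compound 30 min, challenge 1 h, detection 1 h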
MC4R ag barr: MC4R agonists recruiting beta-arrestin, primary screen, cell-based, luminescence, agonist arm of biased-ligand search; Melanocortin receptor 4 (Homo sapiens), P32245; U2OS MC4R beta-arrestin complementation; percent of melanotan II response, DMSO zero; activation, % at 8.9 µM; 360,000 compounds, 0.98% hits; AID 540308, 2011;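 active = activation above a per-plate cutoff, the mean activation of sample wells on that plate plus 3 SD, cut at about 8% in these data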
H9c2 protect: cardioprotection against H2O2-induced cell death, primary screen, uHTS, H9c2 cells, ATPLite luminescence; protection from H2O2 cell death, % at 20 µM; 360,000 compounds, 0.63% hits; H9c2 cardiomyocytes, H2O2 injury protection, 2 h;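 active = compounds giving at least 50% protection of heart cells from peroxide-induced death in the single-dose screen, raw or plate-pattern-corrected value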;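 note: 0% = DMSO wells with peroxide and 100% = DMSO wells without peroxide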
Starred values were filed as active, the others as inactive; i = inactive; · = not tested or not shown.

SMILES	m5-HT2A agonist	Exocytosis inh	PDI turbidity	N-glyco inh	CaV13 ICDI inh	ABHD5-PLIN5 inh	ABCB6 inh 2	MC4R antagonist	MC4R ag barr	H9c2 protect
Cc1cc(/N=C/N(C)C)on1	5	-2	0	0	-8	3	99	5	0.2	-6
CCOc1ccc(N(C(C)C(=O)Nc2ccc(OC)cc2)S(C)(=O)=O)cc1 (stereo unspecified)	2	2	0	0	·	1	99	5	-1.3	2
COc1cc(OC)cc(C(=O)NCC(=O)OC2CCCCC2=O)c1 (stereo unspecified)	-4	1	-4	0	-2	3	95	4	-2.0	6
Cc1ccc(OCC(=O)NN2C(=O)c3ccccc3C2=O)c(C)c1	11	-1	-5	-6	·	4	105	7	-0.2	-1
O=C(COC(=O)c1ccc([N+](=O)[O-])s1)NNC(=O)c1ccccc1	11	4	-3	-1	·	-2	95	-10	-3.7	39
c1ccc(Cc2nnc3n2CCCCC3)cc1	-3	-1	-1	1	-7	-10	104	-2	-1.4	15
COc1ccc(-n2cnc3c(N)nc(N)nc32)cc1	0	-9	-3	0	-4	-9	98	-1	-2.8	0
COc1ccc(C(=O)NCCCC2CCCC2)cc1OC1CCN(C(C)C)CC1	-2	14	12	-1	-10	6	89	1	2.3	-1
O=C(COC(=O)/C=C/c1cccc(Br)c1)NCCC1=CCCCC1	7	-2	-1	1	-18	-2	84	-1	4.4	-3
O=C(Cn1cccc1)Nc1ccc(OC(F)(F)F)cc1	-1	2	-4	-1	-8	-5	102	0	1.8	-3
O=C1NC2(Nc3ccccc31)C(=O)Nc1ccc(Br)cc12 (stereo unspecified)	-1	0	3	1	-3	-3	93	2	-0.7	-2
CC(Sc1nnnn1C1CCCC1)C(=O)Nc1cccc(S(=O)(=O)N2CCOCC2)c1 (stereo unspecified)	-2	-2	3	-3	-5	-2	97	2	0.2	-9
C/C=C\C(=O)Nc1cccc(C2=NOC3(C2)C[C@@H](C(N)=O)N(C(=O)C2(C)CC2)C3)c1 (stereo partly specified)	-2	-1	1	1	-11	6	100	5	0.4	-4
COc1ccc(NC(=O)c2ccc(-c3nn(C)c(=O)c4ccccc34)cc2)cc1	3	0	3	-2	4	-4	101	8	0.3	2
CCC(=O)c1ccccc1OCCSc1nc(C)cc(=O)[nH]1	0	-4	-2	1	-8	0	106	6	-0.8	3
Cc1ccc(/C=C/C(=O)c2c(C)nc3ccccn23)cc1	2	-6	-7	-8	-8	1	92	-3	-1.4	31
COc1cc(C(=O)c2ccc3c(c2)OCO3)cc(OC)c1OC	0	-8	-4	14	-8	4	94	-11	-0.9	7
Cc1ccc(NC(=O)COC(=O)C2CSC3(C)CCC(=O)N23)cc1S(=O)(=O)N1CCOCC1 (stereo unspecified)	4	-2	-4	3	-6	3	104	2	-1.4	4
CCC(=O)OC1CSc2nc3ccccc3n2C1 (stereo unspecified)	5	3	-9	-1	-3	2	92	2	-0.1	4
COc1ccc(-c2[nH]ncc2CN2CCCC2c2nonc2C)c(F)c1 (stereo unspecified)	-5	1	1	0	-1	-4	101	17	-0.8	-1
CCOC(=O)N1CCN(C(=O)C2CCN(S(=O)(=O)c3cc(Cl)ccc3Cl)CC2)CC1	3	-4	1	3	-4	4	92	12	-0.9	1
Cc1cc(=O)n2nc(N3CCC(C(=O)NCc4ccc(F)cc4)CC3)sc2n1	5	-2	-3	0	-2	4	104	2	-4.5	4
CN(/C(=N/S(=O)(=O)c1cccs1)c1ccccc1)c1ccccc1	2	-1	-3	-1	-6	-9	105	-5	4.5	0
O=C1NCC(Nc2ccc(Cl)cc2)C(=O)N1 (stereo unspecified)	3	2	-29	3	-8	3	93	-6	-0.7	7
S=c1[nH]nc(-c2cc(-c3ccccc3)n[nH]2)n1/N=C/c1ccccc1	0	3	-8	8	-4	-4	97	7	-2.0	-9

Rewritten with each value named: four of the compounds above
CCC(=O)OC1CSc2nc3ccccc3n2C1 (stereo unspecified)
  m5-HT2A agonist = 5
  Exocytosis inh = 3
  PDI turbidity = -9
  N-glyco inh = -1
  CaV13 ICDI inh = -3
  ABHD5-PLIN5 inh = 2
  ABCB6 inh 2 = 92
  MC4R antagonist = 2
  MC4R ag barr = -0.1
  H9c2 protect = 4
COc1ccc(-c2[nH]ncc2CN2CCCC2c2nonc2C)c(F)c1 (stereo unspecified)
  m5-HT2A agonist = -5
  Exocytosis inh = 1
  PDI turbidity = 1
  N-glyco inh = 0
  CaV13 ICDI inh = -1
  ABHD5-PLIN5 inh = -4
  ABCB6 inh 2 = 101
  MC4R antagonist = 17
  MC4R ag barr = -0.8
  H9c2 protect = -1
CCOC(=O)N1CCN(C(=O)C2CCN(S(=O)(=O)c3cc(Cl)ccc3Cl)CC2)CC1
  m5-HT2A agonist = 3
  Exocytosis inh = -4
  PDI turbidity = 1
  N-glyco inh = 3
  CaV13 ICDI inh = -4
  ABHD5-PLIN5 inh = 4
  ABCB6 inh 2 = 92
  MC4R antagonist = 12
  MC4R ag barr = -0.9
  H9c2 protect = 1
Cc1cc(=O)n2nc(N3CCC(C(=O)NCc4ccc(F)cc4)CC3)sc2n1
  m5-HT2A agonist = 5
  Exocytosis inh = -2
  PDI turbidity = -3
  N-glyco inh = 0
  CaV13 ICDI inh = -2
  ABHD5-PLIN5 inh = 4
  ABCB6 inh 2 = 104
  MC4R antagonist = 2
  MC4R ag barr = -4.5
  H9c2 protect = 4

Sorted by heavy-atom count (descending): part of the list above
SMILES	m5-HT2A agonist	Exocytosis inh	PDI turbidity	N-glyco inh	CaV13 ICDI inh	ABHD5-PLIN5 inh	ABCB6 inh 2	MC4R antagonist	MC4R ag barr	H9c2 protect
Cc1ccc(NC(=O)COC(=O)C2CSC3(C)CCC(=O)N23)cc1S(=O)(=O)N1CCOCC1 (stereo unspecified)	4	-2	-4	3	-6	3	104	2	-1.4	4
COc1ccc(C(=O)NCCCC2CCCC2)cc1OC1CCN(C(C)C)CC1	-2	14	12	-1	-10	6	89	1	2.3	-1
O=C(COC(=O)c1ccc([N+](=O)[O-])s1)NNC(=O)c1ccccc1	11	4	-3	-1	·	-2	95	-10	-3.7	39

(list continues)
SMILES	m5-HT2A agonist	Exocytosis inh	PDI turbidity	N-glyco inh	CaV13 ICDI inh	ABHD5-PLIN5 inh	ABCB6 inh 2	MC4R antagonist	MC4R ag barr	H9c2 protect
CCCCn1c(SCC(=O)c2c(N)n(C3CC3)c(=O)[nH]c2=O)nc2cc(S(N)(=O)=O)ccc21	-6	-3	-1	-1	-6	-1	i	-3	-3.8	-8
O=C(CSc1ccc2ccccc2n1)N/N=C/c1ccccc1O	6	2	-2	-4	-19	-5	91	-4	0.1	55*
Cc1ccc(-c2nnn(CC(=O)Nc3cccc4c3CCCC4)n2)o1	0	-1	1	2	-4	4	89	5	1.0	-6
CCCCn1c(N)c(N(CC)C(=O)c2ccc(Cl)c([N+](=O)[O-])c2)c(=O)[nH]c1=O	-2	10	17	-1	-3	-12	96	8	1.5	-2
COc1ccc(NC(=O)CCCNC(=O)Cn2cnc3sc(C)c(C)c3c2=O)cc1OC	1	-4	17	0	-8	-2	102	10	0.0	2
Cc1ccc(S(=O)(=O)N2CCCOC2CNC(=O)C(=O)NCCC2=CCCCC2)cc1 (stereo unspecified)	-1	-8	-15	-6	-4	0	95	15	-1.8	-16
Cc1ccc(S(=O)(=O)N(C)C)cc1NC(=O)CN1C(=O)NC2(CCCCCC2)C1=O	-4	-2	8	2	-5	-5	93	4	-3.7	-1
COc1ccccc1/C=C/C(=O)NCc1cccnc1	-2	-2	-1	1	-19	13	101	-5	1.8	11
Cc1c(/C=N\NC(=O)C2COc3ccc(C(C)(C)C)cc3O2)c2ccccc2n1C (stereo unspecified)	4	1	7	-4	-4	-1	95	11	-1.8	-8
O=C(O)c1ccccc1/C=N/NC(=S)NCc1ccccc1	3	6	5	0	-11	-8	100	2	-1.1	6
COCCn1c(Cc2ccccc2)nnc1SCC(=O)N1CCCCC1C (stereo unspecified)	3	0	2	1	-3	-1	105	4	-1.5	4
O=C(Nc1cc(S(=O)(=O)N2CCCCC2)ccc1Cl)C1=NN(c2ccccc2)C(=O)CC1	5	6	-1	-2	-14	-7	98	22	-0.5	0
O=C1c2ccccc2C(=O)C1c1ccccn1	5	-5	3	-2	-2	0	94	-9	0.1	-14
O=C(NCCN1CCOCC1)C1CCC(=O)N1C1CCCCC1 (stereo unspecified)	5	2	2	3	·	-3	99	0	-0.9	-2
O=C1NCCN(Cc2c(F)cccc2Cl)C1CC(=O)N1CCCO1 (stereo unspecified)	1	0	1	1	-4	-4	97	3	-0.4	2
CN(Cc1ccccc1F)C(=O)CN1c2cccc3cccc(c23)S1(=O)=O	-7	-7	-6	-2	-6	4	100	3	-4.2	2
COc1ccc(CNc2nc(C)c([N+](=O)[O-])c(C)c2C#N)cc1	1	-10	4	-3	-14	1	96	-3	2.0	-9
COC(=O)C1=C[C@@H](C(=O)OC)[C@@H]2C3=C(C(=O)[C@@]2(C)NC(=O)c2ccccc2)[C@H](C)n2c(=O)n(C)c(=O)n2[C@@H]3C1	1	-6	-7	1	-11	-3	104	1	1.6	7
Cc1cccc(NC(=O)CN(CC2CCCO2)C(=O)c2oc3ccc(F)cc3c2C)c1C (stereo unspecified)	-9	10	7	-3	-4	0	98	2	3.2	4
COc1ccc(NC(=O)C2(N(C(=O)Cn3nnnc3N)c3ccc(OC)cc3)CCCCC2)cc1	2	-8	-2	-2	-2	5	102	7	0.8	-2
C=CCN(c1ccc(C(=O)Nc2ccc(NC(C)=O)cc2)cc1)S(C)(=O)=O	-1	-1	0	2	1	2	105	5	-0.2	-3
CCOc1ccc(CNc2ncnc(N)n2)cc1	4	1	2	4	·	2	92	9	-1.1	-11
CCOC(=O)c1c(NC(=O)COC(=O)c2ccc(C)s2)sc2c1CC(C)(C)NC2(C)C	3	64*	-1	-7	-6	-5	96	8	0.6	-20
O=C(NCCC1CCCCN1S(=O)(=O)c1ccc(F)cc1)C(=O)NC1CC1 (stereo unspecified)	5	-12	4	0	-6	10	101	0	-3.2	-5
